# Shiga inhibitor = Shiga toxin inhibition | Vero cells, Shiga toxin protein synthesis inhibition reporter | inhibition, % at 38.7 µM | actives 9.2% (n = 290,000); in the data active means inhibition mostly above about 28%, no sharp cut-off; inactive means mostly below about 43%; further: 0% is about no effect
# CHX counter = counter-screen hit for Shiga toxin inhibitors, cycloheximide. max response, %. cell reporter, cycloheximide protein synthesis inhibition counterscreen. actives 12% (n = 300,000); in the data active means max response mostly above about 13%, no sharp cut-off; inactive means mostly below about 14%; further: read at 38.3 µM for the half of the compounds with a filed dose; 0% is about no effect
# LmPK inhibitor = blocks Leishmania mexicana pyruvate kinase activity; purified LmPK, Kinase-Glo ATP luminescence, 1 h; Potency, µM (titrated, usually from 57.5 µM), for the others: at the highest dose activity change, negative = inhibition, most hits filed as inhibitors; actives 0.37% (n = 290,000); AID 1721; active means well fitted inhibition curve with a large enough effect; further: potency means the concentration at half of the fitted maximal effect; on the % scale 0 is the no-effect control and ±100 the full control effect
# Target sequence (Q27686 whole entry, looked up): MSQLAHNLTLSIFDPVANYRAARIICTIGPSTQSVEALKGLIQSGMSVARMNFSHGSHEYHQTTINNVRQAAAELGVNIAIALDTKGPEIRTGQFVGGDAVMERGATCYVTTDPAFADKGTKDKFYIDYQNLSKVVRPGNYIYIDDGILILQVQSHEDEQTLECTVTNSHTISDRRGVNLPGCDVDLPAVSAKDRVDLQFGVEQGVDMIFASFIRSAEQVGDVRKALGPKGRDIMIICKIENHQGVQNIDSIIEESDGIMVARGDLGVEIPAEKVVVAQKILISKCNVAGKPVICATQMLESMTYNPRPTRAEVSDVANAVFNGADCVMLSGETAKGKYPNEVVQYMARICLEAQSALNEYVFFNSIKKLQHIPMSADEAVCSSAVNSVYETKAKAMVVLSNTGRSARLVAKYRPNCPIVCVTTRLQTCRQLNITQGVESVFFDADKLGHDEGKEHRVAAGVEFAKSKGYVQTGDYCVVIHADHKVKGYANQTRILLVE
#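 0.1 nM LmPK, 0.5 mM PEP, 0.1 mM ADP; 50 mM imidazole pH 7.2, 7 mM MgCl2, 50 mM KCl; 1 h RT. Kinase-Glo luminescence readout, normalized to no-enzyme (full inhibition) and uninhibited wells.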
# Numbers without * were called inactive; i = inactive; . = no result given; [ ] = another dose, or the depositor's remark. This is a subset; rates above refer to the full screens.
# Fields – Shiga inhibitor, CHX counter, LmPK inhibitor
1	COc1ccc(-c2nc3c(c4c2C[C@H](c2ccccc2)OC4)CN(S(=O)(=O)c2ccc(NC(C)=O)cc2)CC3)c(C)c1
→ ., ., 1%[11.5 µM]
2	COC(=O)c1ccccc1S(=O)(=O)N1CCc2nc(-c3ccc(OC)cc3C)c3c(c2C1)CO[C@@H](c1ccccc1)C3
→ ., ., -2%[11.5 µM]
3	CCCCc1nc2c(c3c1C[C@H](C)OC3)CN(C(=O)c1ccco1)CC2
→ ., ., 0%[11.5 µM]
4	CC#CCN1c2ccccc2[C@]23C[C@@H](C(=O)OC)N(S(=O)(=O)CCCC)C2=NC(C(=O)OC)=C(C(=O)OC)[C@H]13
→ ., ., 0%[11.5 µM]
5	COc1ccc(-c2nc3c(c4c2C[C@H](c2ccccc2)OC4)CN(C(=O)Cc2cccs2)CC3)c(C)c1
→ ., ., -9%[11.5 µM]
6	CCOC(=O)CCCNC(=O)N1CCc2nc(COc3ccccc3)c3c(c2C1)CO[C@@H](C)C3
→ ., ., -5%[11.5 µM]
7	C=CC1=C2C=C(C3CC3)N(CCCCO)C=C2C(=O)C(C)(OC(=O)c2ccco2)C1=O (stereo not drawn)
→ ., ., -9%[11.5 µM]
8	C=CC1=C2C=C(C3CC3)N(CCN3CCOCC3)C=C2C(=O)C(C)(OC(=O)c2ccco2)C1=O (stereo not drawn)
→ ., ., -6%[11.5 µM]
9	COC(=O)CC1c2ccccc2C=C(/C=C/c2ccc3c(c2)OCO3)N1C(=O)OC (stereo not drawn)
→ ., ., -13%[11.5 µM]
10	C=CC1=C2C=C(C3CC3)N(CCCOC(C)C)C=C2C(=O)C(C)(OC(=O)c2ccco2)C1=O (stereo not drawn)
→ ., ., -2%[11.5 µM]

# Some of the entries so far, in transposed form.
6) CCOC(=O)CCCNC(=O)N1CCc2nc(COc3ccccc3)c3c(c2C1)CO[C@@H](C)C3
7) C=CC1=C2C=C(C3CC3)N(CCCCO)C=C2C(=O)C(C)(OC(=O)c2ccco2)C1=O (stereo not drawn)
8) C=CC1=C2C=C(C3CC3)N(CCN3CCOCC3)C=C2C(=O)C(C)(OC(=O)c2ccco2)C1=O (stereo not drawn)
Screen / compound no.	6	7	8
Shiga inhibitor	.	.	.
CHX counter	.	.	.
LmPK inhibitor	-5%[11.5 µM]	-9%[11.5 µM]	-6%[11.5 µM]

# Next structures
# Fields – Shiga inhibitor, CHX counter, LmPK inhibitor
11	Cc1noc(C)c1S(=O)(=O)N1CCc2nc(COc3ccccc3)c3c(c2C1)CO[C@@H](C)C3
→ ., ., -7%[11.5 µM]
12	CC(=O)Nc1ccc(S(=O)(=O)N2CCc3nc(COc4ccccc4)c4c(c3C2)CO[C@@H](C)C4)cc1
→ ., ., -5%[11.5 µM]
13	CCCCCCCC1=Cc2ccc(F)cc2C(C(C(C)=O)C(=O)OC)N1C(=O)OC (stereo not drawn)
→ ., ., 1%[11.5 µM]
14	C=CC1=C2C=C(C3CC3)N(CC(C)C)C=C2C(=O)C(C)(OC(=O)c2ccco2)C1=O (stereo not drawn)
→ ., ., 0%[11.5 µM]
15	C[C@H]1Cc2c(-c3ccccc3)nc3c(c2CO1)CN(C(=O)NCc1ccco1)CC3
→ ., ., 1%[11.5 µM]
16	COc1ccc(-c2nc3c(c4c2C[C@H](c2ccccc2)OC4)CN(S(=O)(=O)c2ccc(C)cc2)CC3)c(C)c1
→ ., ., -3%[11.5 µM]
17	COC(=O)N1C2CC(=O)O[C@@H]3c4cc5c(cc4[C@]1(C)[C@@]3(Br)c1ccccc12)OCO5
→ ., ., -11%[11.5 µM]
18	C=CC1=C2C=C(C3CC3)N(Cc3ccc4c(c3)OCO4)C=C2C(=O)C(C)(OC(=O)c2ccco2)C1=O (stereo not drawn)
→ ., ., -5%[11.5 µM]
19	C[C@H]1Cc2c(COc3ccccc3)nc3c(c2CO1)CN(C(=O)NCc1ccco1)CC3
→ ., ., 4%[11.5 µM]
20	C=CC1=C2C=C(C3CC3)N(C3CCCCC3)C=C2C(=O)C(C)(OC(=O)c2ccco2)C1=O (stereo not drawn)
→ ., ., 0%[11.5 µM]
21	COC(=O)C1=C(C(=O)OC)[C@@H]2N(C)c3ccccc3[C@@]23C[C@@H](C(=O)OC)N(S(=O)(=O)c2ccc(OC)cc2)C3=N1
→ ., ., 5%[11.5 µM]
22	CC#CCN1c2ccccc2[C@]23C[C@@H](C(=O)OC)N(S(=O)(=O)c4ccc(C(F)(F)F)cc4)C2=NC(C(=O)OC)=C(C(=O)OC)[C@H]13
→ ., ., 4%[11.5 µM]
23	COC(=O)C[C@H]1c2ccccc2C2=C(C[C@@H](C)[C@H]3C(=O)NC(=O)[C@@H]23)N1C(=O)OC
→ ., ., 2%[11.5 µM]
24	COC(=O)N1C2CC3(C)C=C(C)OC1(C)C3c1ccccc12 (stereo not drawn)
→ ., ., -2%[11.5 µM]
25	COC(=O)N1C2=C(c3ccccc3[C@@H]1CC(=O)Nc1ccc(Br)cc1)[C@@H]1C(=O)N(c3ccccc3)C(=O)[C@@H]1[C@H](C)C2
→ ., ., -3%[11.5 µM]
26	CCCCCCCC1=Cc2ccccc2C(C(C(C)=O)C(=O)OC)N1C(=O)OC (stereo not drawn)
→ ., ., -1%[11.5 µM]
27	COC(=O)C1=C(C(=O)OC)[C@@H]2N(Cc3ccccc3)c3ccccc3[C@@]23C[C@@H](C(=O)OC)N(S(=O)(=O)c2cccs2)C3=N1
→ ., ., -4%[11.5 µM]
28	CC#CCN1c2ccccc2[C@]23C[C@@H](C(=O)OC)N(C(=O)c4cccs4)C2=NC(C(=O)OC)=C(C(=O)OC)[C@H]13
→ ., ., 4%[11.5 µM]
29	COC/C=C/C1=CC2=CC(=O)C(C)(OC(=O)c3cnc4ccccc4n3)C(=O)C2=CN1CCc1ccccn1 (stereo not drawn)
→ ., ., -8%[11.5 µM]
30	C=CCN1c2ccccc2[C@]23C[C@@H](C(=O)OC)N(S(=O)(=O)c4ccc(C#N)cc4)C2=NC(C(=O)OC)=C(C(=O)OC)[C@H]13
→ ., ., -6%[11.5 µM]

# Full records from above. Order of values: Shiga inhibitor, CHX counter, LmPK inhibitor
# Record of CCCCCCCC1=Cc2ccccc2C(C(C(C)=O)C(=O)OC)N1C(=O)OC (stereo not drawn) : ., ., -1%[11.5 µM]
# Record of COC(=O)N1C2=C(c3ccccc3[C@@H]1CC(=O)Nc1ccc(Br)cc1)[C@@H]1C(=O)N(c3ccccc3)C(=O)[C@@H]1[C@H](C)C2 : ., ., -3%[11.5 µM]
# Record of COC(=O)C1=C(C(=O)OC)[C@@H]2N(C)c3ccccc3[C@@]23C[C@@H](C(=O)OC)N(S(=O)(=O)c2ccc(OC)cc2)C3=N1 : ., ., 5%[11.5 µM]
# Record of COC/C=C/C1=CC2=CC(=O)C(C)(OC(=O)c3cnc4ccccc4n3)C(=O)C2=CN1CCc1ccccn1 (stereo not drawn) : ., ., -8%[11.5 µM]

# The listing continues:
# Fields – Shiga inhibitor, CHX counter, LmPK inhibitor
31	CCCCCCCC1Cc2ccccc2C(C(C(=O)OC)C(=O)OC)N1C(=O)OC (stereo not drawn)
→ ., ., -2%[11.5 µM]
32	CCOC(=O)CN1C(=O)N[C@@H](c2cccc(C(F)(F)F)c2)[C@H](C(=O)OC)[C@H]1C
→ ., ., -1%[11.5 µM]
33	COC(=O)C1=C(C(=O)OC)[C@@H]2Nc3ccccc3[C@@]23C[C@@H](C(=O)OC)N(S(=O)(=O)c2ccc(C)cc2)C3=N1
→ ., ., -1%[11.5 µM]
34	COC(=O)[C@@H](NC(=O)N1CCc2nc(-c3ccccc3)c3c(c2C1)CO[C@@H](C)C3)C(C)C
→ ., ., -1%[11.5 µM]
35	CCCCC1=CC2=CC(=O)C(C)(OC(=O)CC)C(=O)C2=CN1CCCN(CC)CC (stereo not drawn)
→ ., ., -1%[11.5 µM]
36	COC(=O)N1C(c2ccccc2)=Cc2ccccc2C1CC(C)=O (stereo not drawn)
→ ., ., -7%[11.5 µM]
37	CCCCc1nc2c(c3c1C[C@H](C)OC3)CN(C(=O)c1cccnc1)CC2
→ ., ., -4%[11.5 µM]
38	C[C@H]1Cc2c(-c3ccccc3)nc3c(c2CO1)CN(C(=O)C1CC1)CC3
→ ., ., -11%[11.5 µM]
39	COC(=O)C(C(=O)OC)C1c2ccccc2C=C(C2CC2)N1C(=O)OC (stereo not drawn)
→ ., ., -6%[11.5 µM]
40	C[C@H]1Cc2c(-c3ccccc3)nc3c(c2CO1)CN(C(=O)Cc1cccs1)CC3
→ ., ., -7%[11.5 µM]
41	C=CCN1c2ccccc2[C@]23C[C@@H](C(=O)OC)N(S(=O)(=O)c4cccs4)C2=NC(C(=O)OC)=C(C(=O)OC)[C@H]13
→ ., ., 2%[11.5 µM]
42	COC(=O)C[C@H]1c2ccccc2[C@H]2C(=C[C@@H](C)[C@H]3C(=O)N(O)C(=O)[C@H]32)N1C(=O)OC
→ ., ., -4%[11.5 µM]
43	COc1ccc(-c2nc3c(c4c2C[C@H](c2ccccc2)OC4)CN(S(=O)(=O)c2ccc(C#N)cc2)CC3)c(C)c1
→ ., ., -4%[11.5 µM]
44	CCCSP(=S)(OCC)Oc1ccc(Cl)cc1Cl (stereo not drawn)
→ -18, -6, .
45	Cn1c2cc(S(C)(=O)=O)sc2c2cnn(Cc3ccccc3F)c(=O)c21
→ -2, -7, .
46	CSCC[C@H](NC(=O)[C@H](Cc1ccccc1)NC(=O)[C@H](Cc1cnc[nH]1)NC(=O)CNC(=O)[C@@H](NC(=O)[C@H](C)NC(=O)[C@H](Cc1c[nH]c2ccccc12)NC(=O)[C@H](CCC(N)=O)NC(=O)[C@@H]1CCCN1C(=O)[C@@H](NC(=O)[C@@H]1CCC(=O)N1)C(C)C)C(C)C)C(N)=O
→ -5, -7, .
47	C=C1C(=O)[C@]23[C@H](O)[C@H]1CC[C@H]2[C@@]12COC3(O)[C@H](O)[C@@H]1C(C)(C)CC[C@@H]2O
→ -15, -5, .
48	CCn1c(=O)n(C2=C(CO)CN(CC3CCCCCCC3)CC2)c2ccccc21
→ -7, -9, .
49	Cn1c2cc(S(C)=O)sc2c2cnn(Cc3ccccc3F)c(=O)c21 (stereo not drawn)
→ -3, -8, .
50	Nc1ccc(-c2ccc3ccccc3n2)cc1
→ 71*, 25*, .
51	Cc1cc(=O)oc2cc(NC(=O)C(CCCCN)NC(=O)C(CC3CCCCC3)NC(=O)OCC3c4ccccc4-c4ccccc43)ccc12 (stereo not drawn)
→ 15, 4, .
52	COc1cccc(-c2nnc3n2N=C(c2ccc(OC)cc2OC)CS3)c1
→ -5, 12, .
53	CN(C)c1ccc(/C=C2\C(=O)Nc3ccccc32)cc1
→ 78*, 76*, .
54	CSc1cc2c(s1)c1cnn(Cc3ccccc3F)c(=O)c1n2C
→ -12, -11, .
55	CCCC/C=C/[C@H](c1ccccc1)[C@H](CO)Cc1ccc2ccccc2c1
→ 1, 13, .
56	O=[N+]([O-])c1cccc(CN2C(COCc3ccccc3)CCC=CS2(=O)=O)c1 (stereo not drawn)
→ 82*, 38*, .
57	COC/C=C/c1cc(F)c(S(=O)(=O)N2CCN(S(=O)(=O)c3ccc4c(c3)OCCO4)CC2)cc1F
→ -10, -5, .
58	COc1cccc(-c2cc(=O)c3cc(NC(=O)c4ccc(C)cc4)ccc3[nH]2)c1
→ i, 0, .
59	CCCN1CCC(=O)N(C(CSc2ccc(OC)cc2)Cc2ccccc2)CC1 (stereo not drawn)
→ -6, 7, .
60	Oc1ccc(Cl)cc1C1C=C(c2ccc3c(c2)OCO3)NC(c2ccc(F)c(Br)c2)N1 (stereo not drawn)
→ 93*, 51*, .
61	NCCCCCCCCCCNCCCN
→ -10, -9, .
62	CCOc1ccccc1-c1nnc2n1N=C(c1ccc(OC)c(OC)c1)CS2
→ -13, 2, .
63	CC(=O)OCON[N+]([O-])=NC1CCCCC1
→ 12, -3, .
64	Cc1cc2c(s1)c1cnn(Cc3ccc(C(F)(F)F)cc3)c(=O)c1n2C
→ -7, -6, .
65	CC(=O)OCC1=C[C@H]2[C@@H]3C(C)(C)[C@]3(OC(=O)Cc3ccccc3)C[C@@H](C)[C@]2(O)[C@@H]2C=C(C)C(=O)[C@@]2(O)C1
→ 3, 21, .
66	C[C@@](O)(/C=C/[C@H]1CC=CC(=O)O1)[C@@H](C[C@@H](O)\C=C/C=C\C=C\CO)OP(=O)(O)O
→ i, 12, .
67	Ic1c(C2=CCCCC2)[se]c2ccccc12
→ i, 17, .

# Screening data (PubChem)
